# Assay outcomes: PubChem BioAssay, several laboratories
# EBV LMP1 NFkB: EBV LMP1-driven NF-kappaB luciferase reporter inhibitors, primary screen, cell-based, luminescence, single point. LMP1-induced NF-kappaB luciferase reporter cells. inhibition, % at 12.5 µM. 0.69% of 350,000 active. AID 504558, 2011; in the data active = inhibition above about 41%; inconclusive = no clear call, values can overlap the other calls;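 also: 0% = neutral control wells and 100% = reference inhibitor control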
# MC4R barr agon: MC4R agonists recruiting beta-arrestin, primary screen, cell-based, luminescence, agonist arm of biased-ligand search. U2OS MC4R beta-arrestin complementation; percent of melanotan II response, DMSO zero. Melanocortin receptor 4 (Homo sapiens), P32245. activation, % at 8.9 µM. 0.98% of 360,000 active;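 active = activation above a per-plate cutoff, the mean activation of sample wells on that plate plus 3 SD, cut at about 8% in these data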
# NOD2 RIPK2 PPI: NOD2-RIPK2 binding disruptors in cells, primary screen, fluorescence, CHO cells, BLA complementation; Receptor-interacting serine/threonine-protein kinase 2 (Homo sapiens), O43353; CCF4 ratio; inhibition, % at 4.98 µM; 0.38% of 360,000 active; AID 624267, 2012; in the data active = inhibition above about 21%;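 also: 0% = vehicle only and 100% = reference blocker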
# TLR9-MyD88 block: inhibitors of TLR9-MyD88 association in cells, primary screen, cell-based, CHO, BLA complementation, fluorescence; Toll-like receptor 9 (Homo sapiens) + Myeloid differentiation primary response protein …; CCF4 FRET ratio; inhibition, % at 4.98 µM; 0.21% of 340,000 active;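 active = inhibition above the mean over all tested compounds plus 3 SD, cut at about 21% in these data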;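 also: 0% = DMSO only wells and 100% = clavulanate BLA inhibitor control wells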
# Target sequence (Q99836 whole entry, looked up): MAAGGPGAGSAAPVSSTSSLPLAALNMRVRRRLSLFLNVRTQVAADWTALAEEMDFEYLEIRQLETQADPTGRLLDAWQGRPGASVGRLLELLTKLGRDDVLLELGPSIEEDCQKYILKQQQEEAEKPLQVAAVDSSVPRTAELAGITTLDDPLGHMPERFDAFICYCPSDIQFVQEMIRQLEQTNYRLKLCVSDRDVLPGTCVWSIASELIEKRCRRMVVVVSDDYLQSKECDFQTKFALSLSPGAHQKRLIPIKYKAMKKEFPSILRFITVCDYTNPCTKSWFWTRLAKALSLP
# Target sequence (Q9NR96 whole entry, looked up): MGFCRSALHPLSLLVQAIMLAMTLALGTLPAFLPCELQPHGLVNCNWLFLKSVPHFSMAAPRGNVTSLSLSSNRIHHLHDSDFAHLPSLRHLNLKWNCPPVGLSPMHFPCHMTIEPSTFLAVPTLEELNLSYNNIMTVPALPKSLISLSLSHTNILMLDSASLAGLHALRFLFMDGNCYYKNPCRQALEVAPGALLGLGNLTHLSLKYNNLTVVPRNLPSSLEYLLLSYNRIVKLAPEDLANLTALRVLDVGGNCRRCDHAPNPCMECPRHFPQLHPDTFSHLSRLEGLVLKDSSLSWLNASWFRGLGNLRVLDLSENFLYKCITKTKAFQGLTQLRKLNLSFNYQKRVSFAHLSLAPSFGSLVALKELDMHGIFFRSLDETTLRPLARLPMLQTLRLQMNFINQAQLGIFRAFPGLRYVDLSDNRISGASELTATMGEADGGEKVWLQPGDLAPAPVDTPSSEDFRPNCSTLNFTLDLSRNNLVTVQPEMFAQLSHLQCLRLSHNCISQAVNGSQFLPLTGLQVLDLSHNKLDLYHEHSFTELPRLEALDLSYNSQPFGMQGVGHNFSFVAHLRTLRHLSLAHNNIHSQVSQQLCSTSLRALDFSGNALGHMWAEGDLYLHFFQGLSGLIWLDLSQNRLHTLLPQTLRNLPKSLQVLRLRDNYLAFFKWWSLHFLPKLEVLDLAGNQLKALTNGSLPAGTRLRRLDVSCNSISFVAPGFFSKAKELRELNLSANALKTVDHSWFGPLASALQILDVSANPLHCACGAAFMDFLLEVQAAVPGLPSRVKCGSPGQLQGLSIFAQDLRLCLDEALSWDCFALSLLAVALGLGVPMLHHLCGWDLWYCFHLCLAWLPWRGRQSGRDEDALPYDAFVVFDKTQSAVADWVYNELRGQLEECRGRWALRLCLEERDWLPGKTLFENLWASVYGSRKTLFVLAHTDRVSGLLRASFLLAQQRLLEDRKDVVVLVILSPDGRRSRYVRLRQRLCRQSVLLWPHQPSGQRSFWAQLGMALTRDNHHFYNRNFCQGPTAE
# SRC3 inh: SRC3 coactivator transcriptional activity inhibitors, primary screen, cell-based, luminescence; Nuclear receptor coactivator 3 (Homo sapiens), Q9Y6Q9; HEK293 GAL4-SRC3 luciferase reporter; inhibition, % at 3.6 µM; 0.17% of 360,000 active; AID 588352, 2011;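 active = inhibition above a per-campaign cutoff, the mean of all compounds plus 3 SD, cut at about 60% in these data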;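 also: 0% = DMSO-treated cells and 100% = gossypol-treated cells at 36 µM; higher means less SRC3-driven luciferase light from the GAL4 reporter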
# SRC2 inh: inhibition of GAL4-SRC2 driven luciferase reporter, primary screen, SRC2 inhibitor project, cell-based, luminescence; Nuclear receptor coactivator 2 (Homo sapiens), Q15596; HEK293 GAL4-SRC2 luciferase reporter; inhibition, % at 9 µM; 0.17% of 370,000 active; AID 651957, 2012;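 active = inhibition above the mean inhibition of all tested compounds plus 3 SD, set per campaign, cut at about 52% in these data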;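 also: 0% = DMSO treated cells and 100% = cells given Gossypol at 36 µM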
# COUP-TFII inh: NR2F2 transcriptional activity inhibitors, primary screen, cell-based, luciferase reporter, HEK293T, luminescence; COUP transcription factor 2 (Homo sapiens), P24468; HEK293T NGFI-A luciferase reporter; inhibition, % at 8.6 µM; 0.7% of 370,000 active;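 active = inhibition above a per-plate cutoff, mean inhibition of test wells between control levels plus 3 SD, cut at about 38% in these data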;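 also: cells cotransfected with COUP-TFII expression vector driving the NGFI-A reporter; 0% = median of COUP-TF2 test wells and 100% = reporter-only cells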
# MC4R antagonist: MC4R antagonists of cAMP signaling, primary screen, cell-based, TR-FRET, antagonist arm of biased-ligand search | MC4R-expressing cells, MTII-stimulated cAMP, LANCE TR-FRET | inhibition, % at 6.5 µM | 0.48% of 360,000 active | AID 540295, 2011;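 active = inhibition above its plate's cutoff, the mean of tested wells on that plate plus 3 SD, cut at about 29% in these data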;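 also: 0% = Melanotan II alone and 100% = Melanotan II plus saturating MCL0020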
#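 system = U2OS cells with stable human MC4R expression | also added = Melanotan II challenge after compound preincubation | dosing = one concentration, 6.5 µM nominal | incubation = compound 30 min, challenge 1 h, detection 1 h | measured by = TR-FRET with Eu-cAMP and labeled anti-cAMP, 671 nm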
# LRH-1 inv ag: LRH-1 (NR5A2) inverse agonists, primary screen, cell-based, luminescence, HEK293T, StAR-luciferase reporter; inhibition, % at 3.6 µM; Nuclear receptor subfamily 5 group A member 2 (Homo sapiens), O00482; 0.13% of 360,000 active; AID 602396, 2012; LRH-1 transfected, 24 h;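 active = inhibition above the mean inhibition of all tested compounds plus 3 SD, cut at about 73% in these data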;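 also: 0% = DMSO wells and 100% = reporter-only cells lacking LRH-1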
# ABHD5-PLIN5 inh: ABHD5-PLIN5 interaction inhibitors, primary screen, cell lysate, split luciferase complementation, luminescence; Split G. princeps luciferase complementation, 4 h; inhibition, % at 4 µM; 0.78% of 360,000 active; AID 602281, 2012;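 active = inhibition above the mean inhibition across every tested compound plus 3 SD, cut at about 22% in these data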;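 also: 0% = DMSO only wells and the 100% control is not disclosed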
# SRC1 inh: SRC1 coactivator transcriptional activity inhibitors, primary screen, cell-based, luminescence. Nuclear receptor coactivator 1 (Homo sapiens), Q15788. HEK293 GAL4-SRC1 luciferase reporter. inhibition, % at 3.6 µM. 0.12% of 360,000 active;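 active = inhibition above the campaign mean plus 3 SD, with each screening campaign given its own cutoff, cut at about 60% in these data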;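 also: 0% = DMSO treated cells and 100% = gossypol at 36 µM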
# * = called active by the depositor; u = inconclusive; x = no result given. Only part of the results is shown (hit frequency here may not be typical).
SMILES,EBV LMP1 NFkB,MC4R barr agon,NOD2 RIPK2 PPI,TLR9-MyD88 block,SRC3 inh,SRC2 inh,COUP-TFII inh,MC4R antagonist,LRH-1 inv ag,ABHD5-PLIN5 inh,SRC1 inh
CCCc1[nH]nc2c1C(c1ccc(OC(=O)N3CCOCC3)cc1)C(C#N)=C(N)O2 (stereo not given),2,-2.4,2,8,-9,-4,-10,13,6,-3,6
Cn1cc(S(=O)(=O)Nc2ccc(Oc3ccccc3)cc2)c(=O)n(C)c1=O,9,-1.9,4,1,1,-2,-13,0,4,2,-1
CCCOc1ccc(C(=O)O)cc1,-3,-0.7,0,8,9,25,-12,14,6,-4,-7
COc1cc(C(=O)NNC(=O)Nc2ccc([N+](=O)[O-])cc2)cc(OC)c1OC,7,2.0,-5,7,6,16,-13,-7,8,11,0
O=c1ccnc(SCCC(F)=C(F)F)[nH]1,0,-0.9,-5,-2,14,-12,9,5,-8,3,-8
COC(=O)CCN1CCN(S(=O)(=O)c2ccc3c(c2)OCCO3)CC1,0,-1.3,-5,9,22,3,-12,0,-11,-3,8
CCOC(=O)C1=C(C)NC(SC)=NC1c1ccccc1 (stereo not given),2,-1.7,-4,0,-6,-4,-19,3,-16,3,-2
CN(CC(=O)NC(=O)NC1CCCCC1)CC(=O)Nc1ccc(OC(F)(F)F)cc1,-5,6.9,-12,9,-6,-44,-18,6,-12,-1,-2
CC(=O)Nc1nc(CC(C)C)cc2c1c(=O)oc1ccccc12,-4,-1.5,-3,7,-9,8,5,8,4,0,0
O=C(/C=C/c1cccs1)c1ccc(NC(=O)c2ccccc2F)cc1,4,-2.3,-10,-14,-11,-16,10,4,-18,8,-21
O=C(CNS(=O)(=O)c1ccccc1)N1CCc2ccccc2C1,-7,0.8,-1,7,-34,-46,3,4,-54,2,-37
O=C1NC2(CCCCCC2)C(=O)N1Cc1ccc([N+](=O)[O-])cc1,-2,-0.1,-2,7,15,-4,-13,1,5,3,-1
CC1=C(C(N)=O)C(c2cccs2)n2nc(-c3cccc(C)c3)nc2N1 (stereo not given),7,-1.7,1,2,24,-2,-6,4,17,-7,2
COc1ccccc1N1C(=O)C2C(c3ccccc3F)NN(C(=O)c3ccc(C)cc3)C2C1=O (stereo not given),-8,-0.1,3,-14,25,-16,-10,7,18,8,6
COc1ccc(OC)c(NS(=O)(=O)c2ccc(-n3cccn3)cc2)c1,0,-1.0,0,-8,8,4,9,-3,-12,-4,-1
COc1cc(Cl)c(S(=O)(=O)NCCCn2ccnc2)cc1Cl,4,0.1,7,5,5,7,9,-5,5,1,6
CCOC(=O)CSc1nc2ccccc2c(=O)n1CC(C)C,0,-0.5,6,5,4,-30,-19,6,4,2,1
COc1ccc(C)cc1NC(=O)C(OC(=O)c1ccc(Cl)c(S(=O)(=O)N(C)c2ccccc2)c1)c1ccccc1 (stereo not given),3,0.6,-7,-4,5,31,1,0,-1,-8,6
COc1ccc(NC(=O)NNC(=O)c2ccc(Cl)cc2Cl)cc1OC,2,-2.3,-14,4,0,3,-7,2,12,3,5
Cn1c(N)c(C(=O)COC(=O)c2cc(S(=O)(=O)N3CCOCC3)ccc2F)c(=O)n(C)c1=O,0,-5.7,14,7,-53,-31,-65,-69,0,4,-1
CCOC(=O)c1c(NC(C)=O)sc2c(O)c(CN3CCN(CC)CC3)ccc12,-1,0.8,-16,0,1,-29,-12,5,-4,8,-16
CCOC(=O)c1nnc(-c2ccc(C)cc2)nc1Oc1ccccc1Cl,8,-2.8,-4,0,14,-12,9,3,-1,3,-10
COc1ccc(CCNC(=O)COC(=O)c2cnc(Cl)c(Cl)c2)cc1,-1,-0.6,-7,-5,6,1,16,40*,10,-2,9
COC(=O)C1=CN(c2ccc(F)cc2)C=C(C(=O)OC)C1c1cccc([N+](=O)[O-])c1,-6,-0.6,-6,-4,0,-15,2,-14,-10,-1,-4
CN(Cc1ccccc1)C(=O)COC(=O)c1ccc(-n2cnnn2)cc1,-6,-1.1,-3,3,10,0,3,11,-3,-2,-4
# (continued)
SMILES,EBV LMP1 NFkB,MC4R barr agon,NOD2 RIPK2 PPI,TLR9-MyD88 block,SRC3 inh,SRC2 inh,COUP-TFII inh,MC4R antagonist,LRH-1 inv ag,ABHD5-PLIN5 inh,SRC1 inh
O=C(CSc1ccccc1F)NC(=O)NCc1ccco1,-2,-0.3,2,-10,8,-39,20,6,-12,4,-2
Cc1ccc(S(=O)(=O)N2CCCC(C(=O)NCCc3ccc(Cl)cc3)C2)cc1 (stereo not given),-9,-1.2,4,0,-18,-20,14,17,-6,1,8
Cc1cc(Nc2c(C)n(C)n(-c3ccccc3)c2=O)n2c(nc3ccccc32)c1C#N,1,-1.7,-12,-10,10,17,-25,0,2,-2,5
COc1ccc(CNC(=O)COC(=O)c2cc(-c3cccs3)nc3ccccc23)cc1OC,6,2.9,-2,4,-3,-18,9,20,-4,-4,-4
CCn1c(CNC(=O)Cc2ccc(OC)cc2)n[nH]c1=S,-3,-0.4,-8,4,23,-1,18,-3,7,-1,13
CCc1nc2ccc(C(=O)NCCOc3ccc(OC)cc3)cn2c1N(C)Cc1nccn1C,x,0.4,-11,x,10,-18,6,9,13,4,12
S=C(NCCc1cnc[nH]1)NC1CCCC1,-4,-4.2,2,-1,10,-29,10,5,-9,-8,-19
O=C(OCc1ccc(Cl)c(Cl)c1)c1cnccn1,-5,2.6,2,-5,3,8,11,-3,10,1,-5
CC(C)CC(c1nnnn1C(C)C)N1CCN(C(=O)c2ccco2)CC1 (stereo not given),-4,0.2,7,-8,0,-5,-3,1,-16,-2,-5
Cc1ccccc1NC(=O)C1CCCN(c2nnc(N3CCCC3=O)s2)C1 (stereo not given),11,0.9,-4,-15,4,-6,17,0,1,-6,-4
CCN1CCN(C(=O)Cn2nc(-c3ccc(Cl)cc3)ccc2=O)CC1,2,-0.9,3,10,7,-4,-4,4,-1,0,-20
CCCCn1c(N)c(N(CC)C(=O)C2CCC2)c(=O)[nH]c1=O,-4,-1.7,-8,-15,-14,-15,17,-2,6,0,-28
NC(=O)C1(NC(=O)[C@@H]2CC3(CC(c4cccc(NC(=O)[C@@H]5CCC(=O)N5)c4)=NO3)CN2C(=O)c2cnccn2)CC1 (stereo not given in full),27,-1.4,0,6,-11,12,-13,4,7,11,1
O=C(c1ccc(F)cc1)N1CCN2C(=O)c3ccccc3C12c1ccc(Cl)cc1 (stereo not given),-14,-0.3,5,8,-6,-14,-14,8,13,-5,-9
CC1CCCC(C)N1C(=O)CSc1nnc(CSc2ncccn2)n1C (stereo not given),-7,0.4,6,-8,6,-6,-3,7,5,-4,-12
O=C(Nc1ccccc1N1CCOCC1)c1ccc(OCc2cscn2)cc1,2,-2.0,-6,-6,-28,-20,-6,8,4,2,17
c1ccc(SCCOCCn2cncn2)cc1,-4,-1.5,4,-1,-1,10,9,7,-5,-5,-32
CSCC[C@H](NC(=O)OC(C)(C)C)c1nnc(SCC(=O)Nc2ccc(C)cc2C)o1,7,-1.8,0,-10,-2,8,8,3,30,0,-8
CCC(Sc1nncn1C)C(=O)Nc1ccccc1OC (stereo not given),-15,0.5,-11,5,-1,15,15,-2,-10,7,-30
COc1ccc(C(=O)Nc2ccc3[nH]ccc3c2)cc1,u,1.4,-7,6,-73,-38,-12,-8,-125,-1,-102
COC(=O)c1ccccc1NC(=O)Nc1cc(C(C)(C)C)on1,-11,-3.3,8,3,1,-46,-21,5,-4,-5,-22
CC(NC(=S)Nc1ccc(S(N)(=O)=O)cc1)c1ccc2c(c1)OCO2 (stereo not given),5,0.3,10,2,8,0,-12,-3,2,-1,-10
Nc1ccccc1Sc1nc2ccccc2[nH]1,-18,-2.9,-7,6,-30,-20,-12,-3,2,-8,-30

# 9 entries already listed, ordered by heavy-atom count, highest first.
SMILES,EBV LMP1 NFkB,MC4R barr agon,NOD2 RIPK2 PPI,TLR9-MyD88 block,SRC3 inh,SRC2 inh,COUP-TFII inh,MC4R antagonist,LRH-1 inv ag,ABHD5-PLIN5 inh,SRC1 inh
NC(=O)C1(NC(=O)[C@@H]2CC3(CC(c4cccc(NC(=O)[C@@H]5CCC(=O)N5)c4)=NO3)CN2C(=O)c2cnccn2)CC1 (stereo not given in full),27,-1.4,0,6,-11,12,-13,4,7,11,1
COc1ccc(CNC(=O)COC(=O)c2cc(-c3cccs3)nc3ccccc23)cc1OC,6,2.9,-2,4,-3,-18,9,20,-4,-4,-4
O=C(Nc1ccccc1N1CCOCC1)c1ccc(OCc2cscn2)cc1,2,-2.0,-6,-6,-28,-20,-6,8,4,2,17
Cc1ccccc1NC(=O)C1CCCN(c2nnc(N3CCCC3=O)s2)C1 (stereo not given),11,0.9,-4,-15,4,-6,17,0,1,-6,-4
CC(NC(=S)Nc1ccc(S(N)(=O)=O)cc1)c1ccc2c(c1)OCO2 (stereo not given),5,0.3,10,2,8,0,-12,-3,2,-1,-10
CCCCn1c(N)c(N(CC)C(=O)C2CCC2)c(=O)[nH]c1=O,-4,-1.7,-8,-15,-14,-15,17,-2,6,0,-28
O=C(CSc1ccccc1F)NC(=O)NCc1ccco1,-2,-0.3,2,-10,8,-39,20,6,-12,4,-2
COc1ccc(C(=O)Nc2ccc3[nH]ccc3c2)cc1,u,1.4,-7,6,-73,-38,-12,-8,-125,-1,-102
c1ccc(SCCOCCn2cncn2)cc1,-4,-1.5,4,-1,-1,10,9,7,-5,-5,-32
